BLM helicase inh: qHTS Assay for Inhibitors of Bloom's syndrome helicase (BLM). RecQ-like DNA helicase BLM (Homo sapiens), P54132. recombinant BLM DNA unwinding, fluorescence dequenching. Potency, µM (highest dose often 56.1 µM), for inactives: at the top dose activity change, negative = inhibition, most hits filed as inhibitors. hit rate 0.2% among 350,000;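 note: potency is the fitted concentration of half-maximal effect; plate controls were vehicle for no effect and no enzyme for full effect; nearly all actives have a fitted effect of over 35% in size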
APEX1 inh: qHTS Assay for Inhibitors of the Human Apurinic/apyrimidinic Endonuclease 1 (APE1). DNA repair nuclease/redox regulator APEX1 (Homo sapiens), P27695. recombinant APE1, TAMRA/BHQ-2 abasic DNA cleavage fluorescence. Potency, µM (doses to about 65.8 µM), without a hit: at the highest dose activity change, negative = inhibition, actives largely listed as inhibitors. hit rate 0.35% among 350,000;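 note: potency is the fitted concentration of half-maximal effect; plate controls were vehicle for no effect and reference inhibitor for full effect; nearly all actives have a fitted effect of over 55% in size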
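Activity was derived from the fluorescence gain between first and third kinetic reads (60 s intervals, ex 525/em 598 nm) after 50 nM THF-abasic TAMRA/BHQ-2 duplex was added to 0.75 nM APE1 preincubated 15 min with compound.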
ALOX12 inh: Primary qHTS assay for inhibitors of human arachidonate 12S-lipoxygenase (ALOX12): Round 2; Potency, µM (top dose mostly 108 µM), for inactives: at the highest dose activity change, negative = inhibition, usual class: inhibitors; Polyunsaturated fatty acid lipoxygenase ALOX12 (Homo sapiens), P18054; purified 12hLO, xylenol orange hydroperoxide absorbance; hit rate 1.1% among 580,000; AID 1671190, 2021; note: potency is the fitted concentration of half-maximal effect; % is set by controls: 0 for no effect and ±100 for the full control effect
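Hydroperoxide product was detected by ferrous iron/xylenol orange as the 573 to 405 nm absorbance ratio. Arachidonic acid at 40 uM (final) was turned over for 30 min at room temperature by 150 nM human 12hLO, pH 7.0 Hepes buffer, after 15 min compound preincubation.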
TRHR agonist: qHTS for Small Molecule Agonists and Allosteric Enhancers of Human TRH Receptor: Primary Screen for Agonists | Thyrotropin-releasing hormone receptor (Homo sapiens), P34981 | TRHR cells, calcium flux fluo-8, FDSS agonist mode | activation, % at 2 µM | hit rate 0.18% among 360,000; in the data active = activation above about 30%; note: 0% is about no effect
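TRHR-expressing cells, plated overnight in medium with 10% serum, were loaded with fluo-8 calcium dye at room temperature. After a 10 s baseline, library compound was pin-added and calcium release was recorded kinetically (ex 480/em 530) as agonist response.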
Pol kappa inh: qHTS for Inhibitors of Polymerase Kappa | DNA polymerase kappa (Homo sapiens), Q9UBT6 | purified Pol kappa, fluorescent DNA synthesis assay, 10 min | Potency, µM (titrated, usually from 107 µM), for inactives: at the top dose activity, negative = inhibition, actives largely listed as inhibitors | hit rate 0.53% among 400,000; note: potency is the fitted concentration of half-maximal effect; % is set by controls: 0 for no effect and ±100 for the full control effect
Target sequence (Q9UBT6 whole entry, looked up): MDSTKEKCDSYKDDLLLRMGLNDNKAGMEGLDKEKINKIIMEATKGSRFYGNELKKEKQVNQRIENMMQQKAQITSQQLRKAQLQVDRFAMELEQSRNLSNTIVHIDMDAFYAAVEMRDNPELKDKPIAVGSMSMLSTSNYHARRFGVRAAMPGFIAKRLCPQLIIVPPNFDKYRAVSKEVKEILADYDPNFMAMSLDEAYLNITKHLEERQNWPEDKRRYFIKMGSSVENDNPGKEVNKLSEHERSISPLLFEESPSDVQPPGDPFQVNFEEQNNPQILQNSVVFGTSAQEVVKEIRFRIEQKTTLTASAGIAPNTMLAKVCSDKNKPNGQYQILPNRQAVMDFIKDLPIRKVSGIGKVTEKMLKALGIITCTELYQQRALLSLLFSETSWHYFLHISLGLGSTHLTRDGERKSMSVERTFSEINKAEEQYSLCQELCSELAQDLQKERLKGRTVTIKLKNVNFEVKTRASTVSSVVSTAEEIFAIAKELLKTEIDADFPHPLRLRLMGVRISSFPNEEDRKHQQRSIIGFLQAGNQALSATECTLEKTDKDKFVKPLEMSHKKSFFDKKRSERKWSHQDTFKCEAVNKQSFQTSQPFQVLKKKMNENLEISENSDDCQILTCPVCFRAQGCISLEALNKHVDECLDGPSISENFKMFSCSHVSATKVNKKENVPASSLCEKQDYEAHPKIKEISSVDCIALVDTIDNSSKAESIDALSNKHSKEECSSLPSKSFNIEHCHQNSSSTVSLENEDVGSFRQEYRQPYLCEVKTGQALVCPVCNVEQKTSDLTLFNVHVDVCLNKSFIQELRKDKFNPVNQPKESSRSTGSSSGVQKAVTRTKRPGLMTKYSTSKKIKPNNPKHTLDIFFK
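Kinetic fluorescence screen: compound preincubated 15 min RT with 10 nM enzyme; 50 nM substrate (final) initiates; reads at 0/10 min.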
POLB inh: qHTS Assay for Inhibitors of DNA Polymerase Beta | P06746 | Pol beta primer extension/strand displacement, fluorescence kinetic | Potency, µM (highest dose often 114 µM), for inactives: at the highest dose activity change, negative = inhibition, most hits filed as inhibitors | hit rate 1.3% among 340,000; note: potency is the fitted concentration of half-maximal effect; % is set by controls: 0 for no effect and ±100 for the full control effect
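Enzyme-only controls used 10 nM Pol beta; buffer lacking enzyme served as negative control. Compound preincubated 15 min, then 50 nM substrate added; 0 and 10 min reads at room temperature.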
ERG-DNA inh: qHTS for Small Molecule Inhibitors of the ERG Ets/DNA interaction; Transcriptional regulator ERG (Homo sapiens), P11308; fluorescence polarization, His-ERG Ets domain / labelled DNA; Potency, µM (top dose mostly 76.9 µM), for the others: top-dose FP activity, negative = inhibition, most hits filed as inhibitors; hit rate 0.028% among 370,000; AID 624246, 2012; active = well fitted inhibition curve with a large enough effect in the polarisation, with a control signal flat; inconclusive = small, poorly fitted or top-dose-only effect, or effect the other way, or a change in a side signal; inactive = no such curve, though single readings can be large or run the other way; the % refers to the polarisation;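 note: polarization taken with two DNA probes labelled with fluorescein and Texas red; potency is the fitted concentration of half-maximal effect; % of control where 0% means no effect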
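His-tagged ERG Ets domain (1 uM in the protein solution; 300mM KCl, 50mM Tris-HCl, 1mM EDTA, 1mM DTT, pH 7.5) received compound, then a probe mix of 5 nM fluorescein-DNA and 100nM Texas-615-DNA. Fluorescence polarization was read for both dyes.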
Anesthetic bind: qHTS Assay for Identification of Novel General Anesthetics; Ferritin light chain (Equus caballus), P02791; apoferritin/1-aminoanthracene competitive binding, fluorescence; Potency, µM (highest dose often 77.5 µM), for inactives: at the highest dose activity change, negative = displacement, actives largely listed as inhibitors; hit rate 0.074% among 350,000; note: potency is the fitted concentration of half-maximal effect; % is set by controls: 0 for no effect and ±100 for the full control effect; nearly all actives have a fitted effect of over 20% in size
Target sequence (P02791 2-175 limits assumed): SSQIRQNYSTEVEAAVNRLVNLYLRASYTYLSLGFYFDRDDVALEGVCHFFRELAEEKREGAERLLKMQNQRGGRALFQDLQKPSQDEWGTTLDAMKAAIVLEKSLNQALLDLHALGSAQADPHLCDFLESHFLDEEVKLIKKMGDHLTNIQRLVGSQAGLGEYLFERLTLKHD
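In PBS, apoferritin at 10 uM is loaded with 1-AMA from a 50% saturated solution. After 10 min of compound exposure at ambient temperature, reduced 535 nm fluorescence indicates probe displacement.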
POLI inh: qHTS for Inhibitors of Polymerase Iota; DNA polymerase iota (Homo sapiens), Q9UNA4; Pol iota fluorescent replication assay, 10 min; Potency, µM (highest dose often 115 µM), for inactives: top-dose activity, negative = inhibition, usual class: inhibitors; hit rate 1% among 390,000; note: potency is the fitted concentration of half-maximal effect
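Fluorescent replication assay read twice, at 0 min and 10 min after adding 50 nM (final) substrate. Enzyme (10 nM) and compounds were first incubated 15 min at room temperature; enzyme-free buffer wells were negative controls.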
Active calls of the source: *; ? = inconclusive; . = no result given; & = joins results of further samples; [ ] = another dose, or the depositor's remark. Unless noted, calls come from the whole dose curve; as a rule, active = well fitted curve in the direction sought with a large enough effect; inconclusive = small, poorly fitted or top-dose-only effect, or another doubt; inactive = no such curve, though single readings can be large; an effect the other way counts as inactive or inconclusive. Only part of the results is shown; rates above refer to the full screens.

1) COc1ccc(OC)c(S(=O)(=O)N2CCC(c3ccncc3)CC2)c1
2) C/C(=N\NC(=O)CN(c1ccccc1)S(=O)(=O)c1ccccc1[N+](=O)[O-])C(C)(C)C
3) COc1cccc(OCC(=O)Nc2ccccc2NC(C)=O)c1
4) O=C(Nc1cccc(-c2cn3ccccc3n2)c1)c1cc2ccccc2oc1=O
5) O=C(NC12CC3CC(CC(C3)C1)C2)c1ccccc1
6) O=C(COc1ccc(Br)cc1)N/N=C1\SCC(=O)N1c1ccc(F)cc1
assay / compound	1	2	3	4	5	6
POLB inh	28%	-16%	4%	4µM*	-3%	-2%
Pol kappa inh	-1%[60.1 µM]	-8%	-3%	-17%	-9%	-8%
POLI inh	-10%	-7%	67%[activator]	?	25%	-2%
ERG-DNA inh	-2%	-8%	0%	-6%	-3%	-6%
BLM helicase inh	2%	-6%	0%	-14%	0%	-2%
Anesthetic bind	-10%	-10%	-11%	-4%	?	-5%
TRHR agonist	0.1	-0.2	0.5	-0.1	-0.3	-0.3
ALOX12 inh	-1%	12%	0%	-12%	4%	29%
APEX1 inh	.	-5%	10%	-1%	-1%	-1%

7) COc1ccccc1NS(=O)(=O)c1cccc(N2CC(O)=C(c3ccccc3)C2=N)c1
8) CCC/C(O)=C1\C(=O)CC(C)(C)CC1=Nc1ccc(OC)cc1
9) O=C(c1ccccc1)c1ccc(Cn2cc(CCCO)nn2)cc1
10) CCC(C)NCCOc1ccccc1C (stereo not given)
11) Cc1c(C(=O)COC(C)(C)C)[nH]c2ccccc12
12) Cc1nn(-c2ccccc2)c(N2CCCC2)c1/C=N/Nc1ccc(S(N)(=O)=O)cc1[N+](=O)[O-]
assay / compound	7	8	9	10	11	12
POLB inh	11%	0%	17%	3%	10%	30%
Pol kappa inh	-8%	-1%	9%	-9%	-8%	-2%
POLI inh	34%[activator]	4%	27%	115%[activator]	1%	-8%
ERG-DNA inh	-11%	-3%	-3%	1%	-5%	7%
BLM helicase inh	3%	-12%	-2%	-8%	-4%	-6%
Anesthetic bind	-1%	-14%	-12%	-1%	6%	9%
TRHR agonist	-0.9	-0.9	-0.3	0.7	0.5	-1.1
ALOX12 inh	0%	-1%	18%	?	5%	-3%
APEX1 inh	8%	23%	41%[activator]	?	13%	19%

13) Cc1cccc(CCNC(=O)C2CCN(S(=O)(=O)c3cccc4nsnc34)CC2)c1
14) O=C(Nc1ccccc1C(=O)NC(Cc1ccccc1)C(=O)O)c1ccco1 (stereo not given)
15) COc1ccc(NC(=O)C2CCN(S(=O)(=O)c3ccc4c(c3)CCCC(=O)N4)CC2)c(OC)c1
16) Cc1ccc(C)c(NC(=O)C2CC(O)CN2C(=O)Oc2ccccc2)c1 (stereo not given)
17) Cc1c(OCC(=O)NCC(O)c2ccccc2)ccc2c3c(c(=O)oc12)CCCC3 (stereo not given)
18) c1cc(-c2cccs2)nc(-c2cccs2)c1
assay / compound	13	14	15	16	17	18
POLB inh	1%	?	-1%	86%	0%	0%
Pol kappa inh	0%	-15%	-14%	-5%	9%	-1%
POLI inh	5%	-32%	11%	139%[activator]	10%	7%
ERG-DNA inh	.	-12%	4%	10%	-7%	-12%
BLM helicase inh	-2%	-2%	-1%	-3%	-1%	5%
Anesthetic bind	-7%	-2%	-11%	-9%	-9%	5%
TRHR agonist	-0.4	-0.1	-0.6	0.2	0.0	0.3
ALOX12 inh	-8%[57.4 µM]	-8%	2%	2%	2%	-1%
APEX1 inh	1%	16%	.	23%	52%[activator]	-2%

19) Cc1sc2ncnc(SCC(=O)NC(C)C(C)C)c2c1C (stereo not given)
20) COc1ccccc1OCC(=O)Nc1cc(-c2ccc(C)cc2)no1
21) NCc1cccc(-n2cccn2)c1
22) COc1ccccc1CNC(=O)CCNC(=O)Cn1ccc2ccccc2c1=O
23) CC(C)C(=O)N1N=C(c2ccc(NS(C)(=O)=O)cc2)CC1c1cccs1 (stereo not given)
24) COc1ccccc1C(=O)Nc1sc2c(c1C(N)=O)CCCC2
assay / compound	19	20	21	22	23	24
POLB inh	1%	9%	-1%	-18%	1%	39%
Pol kappa inh	9%	16%	-6%	-23%	-9%	-8%
POLI inh	3%	-9%	15%	11%	34%[activator]	74%[activator]
ERG-DNA inh	-9%	0%	3%	6%	-16%	10%
BLM helicase inh	1%	1%	5%	1%	-2%	-3%
Anesthetic bind	-3%	-7%	-4%	2%	5%	-7%
TRHR agonist	-0.4	0.8	0.5	0.3	0.1	0.0
ALOX12 inh	2%	-10%&-14%	-16%	-8%	-22%	-34%
APEX1 inh	2%	.	-4%	2%	2%	27%

25) CC(=O)NCCNC(=O)c1ccc(Cn2c(=O)[nH]c3ccsc3c2=O)cc1
26) CCOc1ccc(NC(=O)Cn2nnc3c(cnn3-c3ccc(F)cc3)c2=O)cc1
27) O=C(Nc1cccc(F)c1)N1CCCC2(CCN(C(=O)c3cccc(F)c3)CC2)C1
28) CN1CCN(c2ccc(C(CC(N)=O)NC(=O)c3ccccc3)cc2[N+](=O)[O-])CC1 (stereo not given)
29) O=c1[nH]c2ccccc2c(O)c1O
30) CC(=O)Nc1nnc(-c2ccco2)o1
assay / compound	25	26	27	28	29	30
POLB inh	56%	2%	.	17%	46%	95%
Pol kappa inh	0%	5%	3%[60.1 µM]	10%	3%	-3%
POLI inh	21%	30%[activator]	.	7%	?	26%
ERG-DNA inh	1%	2%	.	10%	7%	-8%
BLM helicase inh	0%	-7%	1%	-1%	-3%	-2%
Anesthetic bind	4%	-13%	.	2%	-3%	-5%
TRHR agonist	0.3	0.3	.	0.5	1.1	0.1
ALOX12 inh	6%	?	8%[57.4 µM]	-13%	?	1%
APEX1 inh	-12%	-5%	4%	-4%	-6%	-1%

31) CC(C)C(NS(=O)(=O)c1cccs1)C(=O)Nc1nc(C(C)(C)C)cs1 (stereo not given)
32) COc1ccc(S(=O)(=O)N(C)C[C@H]2Oc3c(NS(=O)(=O)c4ccc(F)cc4)cccc3C(=O)N([C@H](C)CO)C[C@@H]2C)cc1
33) NC(=O)c1ccc[n+](CC(=O)Nc2ccccc2C(=O)O)c1
34) CCN(CC)C(=O)CC(c1ccc(F)cc1)c1ccc(OC)cc1 (stereo not given)
35) Cc1ccc(S(=O)(=O)N2CCN(C(=O)CN3C(=O)NC(C)(c4ccc5ccccc5c4)C3=O)CC2)cc1 (stereo not given)
36) Cc1cc(-c2nnc(SCC(=O)Nc3ccc(S(N)(=O)=O)cc3)n2N)n[nH]1
assay / compound	31	32	33	34	35	36
POLB inh	8%	.	19%	8%	.	10%
Pol kappa inh	-7%	12%	-2%	-4%	-5%	-4%
POLI inh	7%	15%	2%	12%	19%	-19%
ERG-DNA inh	.	6%	-2%	3%	18%[15.4 µM]	8%
BLM helicase inh	-4%	.	-3%	3%	.	1%
Anesthetic bind	?	.	7%	-7%	.	-1%
TRHR agonist	-1.1	.	0.0	-0.3	.	-1.6
ALOX12 inh	0%	0%	-13%	-8%	?	-5%
APEX1 inh	-5%	-2%	22%	-2%	.	-4%

37) O=C1NCCn2ccc(=O)cc21
38) O=C1NN(c2ccccc2)C(=O)/C1=C/c1ccc(Sc2cccc3ccccc23)o1
39) CC(=O)Nc1ccc2c(c1)nc(CCNC(=O)c1ccco1)n2C
40) Cc1ccc(/C=N/NC(=O)c2cc(C)oc2C)cc1
41) CCOc1ccc(NC(=O)c2ccc(NC(=O)N3CCSc4ncccc43)cc2)cc1
42) Cc1cccc(NS(=O)(=O)c2cc3c(cc2C)NC(=O)CO3)c1
43) COc1ccc(C(=O)OCC(=O)NCCN2C(=O)CSC2=O)cc1
assay / compound	37	38	39	40	41	42	43
POLB inh	0%	20µM*	4%	-1%	39%	7%	56%
Pol kappa inh	-4%	?	1%	0%	10%	-5%	4%
POLI inh	?	11µM*	50%[activator]	4%	3%	-17%	49%[activator]
ERG-DNA inh	-1%	8%	-5%	-7%	7%	7%	-6%
BLM helicase inh	-2%	?	1%	-10%	-4%	-1%	5%
Anesthetic bind	3%	-5%	1%	-11%	-11%	-22%	0%
TRHR agonist	0.0	0.5	0.2	-1.0	-0.4	-0.1	-0.8
ALOX12 inh	?	?	5%	101%[activator]	?	7%	-11%
APEX1 inh	1%	-2%	16%	4%	.	11%	-4%

3 entries out of the list above, ordered by the value under ERG-DNA inh, smallest number first.
cpd | SMILES | ERG-DNA inh
40 | Cc1ccc(/C=N/NC(=O)c2cc(C)oc2C)cc1 | -7%
43 | COc1ccc(C(=O)OCC(=O)NCCN2C(=O)CSC2=O)cc1 | -6%
38 | O=C1NN(c2ccccc2)C(=O)/C1=C/c1ccc(Sc2cccc3ccccc23)o1 | 8%

Source: PubChem (National Center for Advancing Translational Sciences (NCATS))
